KLF5 inhibitor: KLF5 expression inhibitors, primary screen, DLD-1 cells, luminescence | 290,000 tested, 0.23% active | inhibition, % at 5 µM | DLD-1 KLF5 promoter-luciferase reporter;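 active means inhibition above a per-plate limit of that plate's mean compound inhibition plus 3 SD, cut at about 60% in these data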;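 further: 0% = DMSO wells and 100% = LY294002 at 200 µM; higher means less KLF5 promoter-driven luciferase light; inactives centre near -14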
SKKanGAS inh: S. pyogenes SKKanGAS growth inhibitors in kanamycin, primary screen, streptokinase expression inhibitor project, SKKanGAS strain, BacTiter-Glo luminescence; 6 h; inhibition, % at 7.5 µM; 300,000 tested, 1.3% active; AID 1662, 2009;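 active means mean replicate score, as percent of positive control median, at least 50; inconclusive means mean below 50 but one replicate at or above 50; inactive means mean and every replicate below 50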;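 further: strain carries kanamycin resistance gene driven by streptokinase promoter and grows in 40 µg/ml kanamycin; loss of luminescence reflects streptokinase promoter inhibition or plain growth inhibition; 0% = median of DMSO wells and 100% = positive control at its reference dose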
HSF1 inhib: HSF1 inhibitors in luciferase reporter cells, primary screen, cell-based, NIH3T3, luminescence; 300,000 tested, 0.77% active; activity change, negative = inhibition, % at 7.5 µM (by protocol); NIH3T3-HGL HSE-luciferase, MG132-induced, luminescence 8 h; stronger effect = lower value;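 active means more than half of replicate wells show activity change below -50%, luminescence cut by over half; inconclusive means some wells, but at most half, below -50%; inactive means no replicate well below -50%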;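 further: luciferase reports HSF-1 transcriptional activity via heat shock element; 0% = median of DMSO wells and -100% = zero luminescence signal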
HSP90 inh: HSP90 inhibitors, primary screen, cell lysate, luminescence; Heat shock protein HSP 90 (rabbit reticulocyte lysate; luciferase refolding); Rabbit reticulocyte lysate, luciferase refolding luminescence, 3 h; inhibition, % at 5.6 µM; 290,000 tested, 0.91% active;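 active means inhibition above the screen-wide mean plus 3 SD, computed separately per campaign, cut at about 16% in these data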;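 further: 0% = DMSO wells and 100% = 60 µM geldanamycin wells; inhibitors lower the luminescence because luciferase stays unfolded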
AI-2 QS mod: Vibrio harveyi AI-2 quorum sensing modulators, primary screen, JMH597 strain, luminescence/OD600 ratio. Vibrio harveyi JMH597 AI-2 luminescence/OD600 ratio, 9 h; stronger effect = lower value; strain lacks LuxN and CqsS sensors; 0 = neutral-control median. activity change, % at 7.5 µM. 300,000 tested, 0.4% active. AID 2094, 2009; in the data active means activity change below about -75%, passing the limit was not always enough; inconclusive means no clear call, values can overlap the other calls;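 further: luminescence divided by OD600 gain over 9 h not by final OD600 alone; inactives centre near 13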
IEC-6 tox: cytotoxicity in IEC-6 intestinal epithelial cells, primary screen, cytotoxicity control for KLF5 inhibitor project, cell-based, luminescence. IEC-6 cytotoxicity, luminescence viability. AID 1825, 2009. 290,000 tested, 0.78% active. inhibition, % at 5 µM; in the data active means inhibition above about 22%;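 further: 0% = plate median of test compound wells and 100% = cytotoxic reference compound wells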
HSF1 activator: HSF-1 activators, primary screen, NIH3T3-HGL cells, MG132 stress, luminescence, single point | NIH3T3-HGL HSF-1 luciferase reporter, 8 h; 100% = twice DMSO control signal | activation, % at 9 µM | 300,000 tested, 1.7% active | AID 504408, 2011;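 active means mean replicate activation of at least 50% with a set share of replicates each reaching 50%; inconclusive means only one of those two conditions met; inactive means mean below 50% and too few replicates reaching it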;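 further: 0% = median of the neutral control wells and 100% = twice that signal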
Platelet DG rel: inhibitors of platelet dense granule secretion, primary screen, cell-based, MLPCN, human platelets. human platelet-rich plasma, SFLLRN dense granule ATP release, luminescence. 300,000 tested, 0.22% active. inhibition, %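 (compounds screened at 7.5 µM in platelet-rich plasma)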. AID 1663, 2009;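 active means mean replicate score, as percent of positive control, at or above 50; inconclusive means mean below 50 but at least one replicate at or above 50; inactive means mean and every replicate below 50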
HIF activator: HIF pathway transcriptional activators, primary screen, cell-based, U2OS HRE-luciferase, luminescence. U2OS HRE-luciferase reporter; normalized: DMSO 0%, desferrioxamine 100%. activation, % at 7.5 µM (by protocol). 300,000 tested, 0.32% active. AID 1910, 2009;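 active means mean activation of at least 10% of the iron chelator positive control signal, with at least half of replicates also reaching 10%; inconclusive means mean and replicate majority disagree about reaching 10%; inactive means mean and most replicates under 10%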
aSyn UTR inh: MLPCN primary screen, SNCA 5' untranslated region | AID 1813, 2009 | 300,000 tested, 0.82% active | inhibition, % (tested at 7.5 µM) | alpha-synuclein 5'UTR reporter, inhibitor activity; in the data active means inhibition above about 60%; inconclusive means no clear call, values can overlap the other calls;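 further: H4 neuroglioblastoma cells stably carrying SNCA 5'UTR luciferase fusion; 0% = DMSO wells and 100% = positive control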
Active calls of the source: *; ? = inconclusive; . = no result given.

Each structure is followed by: HSF1 activator	aSyn UTR inh	HSP90 inh	KLF5 inhibitor	HSF1 inhib	IEC-6 tox	Platelet DG rel	SKKanGAS inh	AI-2 QS mod	HIF activator
- COCCCNC(=O)Cn1c(=O)n(CCCCCC(=O)Nc2ccccc2)c(=O)c2sccc21
 : 3	-33	-1	-31	-2	3	?	-9	-8	0.1
- Cc1ccccc1OCC(=O)Nc1cccc2nsnc12
 : 4	-31	-3	-13	18	6	40	4	33	0.5
- O=C1CC2CS(=O)(=O)CC2N1C1CCCCC1 (configuration not stated)
 : -6	18	1	-23	-2	-7	4	-3	24	-0.2
- COc1ccc(Cl)cc1C(=O)C1CCCN(Cc2cnc(N3CCOCC3)s2)C1 (configuration not stated)
 : 3	21	0	-26	2	-1	-4	-1	0	0.2
- CN(c1ccccc1C(=O)N1CCN(c2ccccc2F)CC1)S(=O)(=O)c1ccccc1
 : -2	11	-8	-26	-2	-2	4	10	17	-0.3
- Cc1nc([N+](=O)[O-])cn1CC(=O)c1ccc(Br)cc1
 : -41	1	.	.	-27	.	10	-3	11	-0.2
- CCc1cccc(C)c1NC(=O)C(c1ccccc1)N1CCC1=O (configuration not stated)
 : 2	4	0	0	5	-2	0	2	19	0.3
- O=c1c(C=Nc2ccc(Oc3ccccc3)cc2)c[nH]n1-c1cccc(Cl)n1
 : 48	-11	-1	-6	8	2	-4	12	17	-0.1
- O=C(CCC1CCCN(c2ncccn2)C1)NCc1ccc(F)c(F)c1 (configuration not stated)
 : 9	-20	3	-23	12	6	-1	1	14	-0.2
- Cc1cccc(NC(=O)N2CCCCCC2)c1
 : 2	-54	0	-48	9	4	12	?	10	1.3
- COc1ccc(C(=O)c2nc3c(n2O)CCCC3)cc1OC
 : 7	17	0	-8	-2	2	-21	-14	7	-0.1
- Cc1cc(SCCOc2ccc(Br)cc2)nc(N)n1
 : 4	-23	2	-10	4	2	0	4	5	-1.8
- C=CCOC(=O)C1=C(C)NC(SCC(=O)OCC)=C(C#N)C1c1ccc(C)cc1 (configuration not stated)
 : 10	0	1	17	6	0	-1	5	8	-7.5
- Cc1ccc(S(=O)(=O)Nc2c(O)c3ccccc3oc2=O)cc1
 : -6	9	-2	13	-3	1	-20	8	36	0.0
- Cc1cc(C)c(C(=O)COC(=O)c2cc([N+](=O)[O-])ccc2NCCO)cc1C
 : 23	33	3	7	3	-4	-3	2	20	-0.3
- CCOc1ccc2[nH]c(=O)c(CN(CC3COCCO3)C(=O)C3CC3)cc2c1 (configuration not stated)
 : 12	-7	-1	-21	-1	-2	7	0	1	-0.6
- O=C(CN1C(=O)c2ccccc2C1=O)Nc1cccc(S(=O)(=O)Nc2ccccc2Cl)c1
 : 1	24	-4	-32	-1	-1	-9	-13	-83*	1.4
- COc1cc(C2CC(=O)N3CN(Cc4ccco4)CSC3=C2C#N)ccc1OCc1ccccc1 (configuration not stated)
 : -24	-3	0	5	-14	-2	21	3	7	-0.7
- CC(=O)c1cccc(NC(=S)Nc2cccc3ccccc23)c1
 : -27	-80	8	-38	-23	28*	16	0	7	3.7
- OCc1ccccc1OCCCN1CCC(Cc2ccccc2)CC1
 : 5	-2	-3	-65	-12	4	.	9	31	1.1
- Cc1cc(C(=O)COC(=O)c2ccccc2O)c(C)n1Cc1cccs1
 : -90	93*	82*	81*	-90*	-3	9	7	10	-3.5
- Cc1ccc(C2SCC(=O)N2c2ccccc2)cc1 (configuration not stated)
 : 10	-31	-2	-31	7	-1	1	6	15	-0.6
- CCCCCCOC(=O)C1=C(C)NC(=O)NC1c1ccc2c(c1)OCO2 (configuration not stated)
 : 14	10	-1	-14	9	0	-1	4	12	-0.6
- COC(=O)COc1cccc(NC(=O)COc2ccccc2)c1
 : -7	3	2	-11	-7	1	3	-3	36	-0.2
- O=C(O)CCCn1c(=O)[nH]c2ccccc2c1=O
 : 1	-2	-1	-21	-1	-10	-1	1	35	-0.5
- FC(F)(F)c1ccc(Sc2n[nH]c(C(F)(F)F)n2)nc1
 : .	.	8	28	.	8	.	-1	20	.
- COc1ccc(C2CC(c3ccc(F)cc3)Nc3nc(N)nn32)cc1OC (configuration not stated)
 : -1	21	2	-42	-4	-2	13	-1	14	-0.1
- Cc1ccc(C(=O)NCc2ccc(N3CCN(C(=O)OC(C)(C)C)CC3)cc2)cc1
 : 9	-24	1	26	3	-2	-6	-8	11	-0.4
- CC1=C(CO)C(=O)OC([C@@H](C)C2CC[C@H]3C4C[C@H]5O[C@]56[C@@H](O)C=CC(=O)[C@]6(C)C4CC[C@]23C)C1 (some centres not stated)
 : 64*	-91	.	.	38	.	0	2	36	-3.5
- CSc1ccccc1NC(=O)Cn1nc([N+](=O)[O-])c(Cl)c1C
 : 2	-14	-2	14	9	5	-5	2	37	0.3
- O=C1CC(=C(c2ccccc2)c2ccccc2)C(=O)N1CCN1CCN(c2cccc(Cl)c2)CC1
 : -5	27	4	-10	8	0	-12	2	24	-0.1
- O=C(CSc1ncccn1)Nc1ncc(C(F)(F)F)cc1Cl
 : -4	6	-2	-18	8	2	7	-3	15	0.8
- O=C(c1ccco1)N1CCN(c2nnc(-c3ccccc3)c3ccccc23)CC1
 : 32	12	1	9	-3	-6	0	5	-3	-0.1
- CN(c1ccc([N+](=O)[O-])cc1C(=O)Nc1ccccc1)C1CCCCC1
 : 24	33	-1	-1	0	-4	-6	8	22	-0.2
- Cc1nc(CCNS(=O)(=O)c2cccnc2)cs1
 : -1	-14	0	-19	-10	2	-8	-19	-13	0.0
- COc1cccc(C(C(=O)NC2CCCC2)N(C(=O)c2ccco2)C2CC2)c1OC (configuration not stated)
 : 24	-24	3	10	-4	0	21	-3	4	-0.2
- CCc1ccc(C(C(=O)NC(C)(C)CC)N(Cc2ccco2)C(=O)Cn2nnc3ccccc32)cc1 (configuration not stated)
 : 13	18	0	-11	18	-6	-7	18	3	-0.6
- COc1ccccc1Nc1ccc(C(=O)NCc2cccs2)cn1
 : 3	-20	0	-2	5	2	-3	-4	17	0.1
- COCc1ccc(CN2CCC(CO)(CC3CCCCO3)CC2)o1 (configuration not stated)
 : -14	25	6	7	-11	9	-18	0	14	-2.6
- COc1ccccc1C(=O)CSc1n[nH]c(N)n1
 : -2	25	1	-15	-13	-4	-5	-5	4	-0.5
- O=C(CCC1CCCC1)Nc1cccc(Cc2ccncc2)c1
 : 5	-8	-2	-5	2	0	0	-10	12	0.2
- CCC(=O)Nc1ccc(Cl)c(NC(=O)c2ccc([N+](=O)[O-])cc2)c1
 : -1	2	-5	-3	1	-2	8	1	-1	0.1
- COc1ccc(CC(=O)NNS(=O)(=O)c2ccccc2)cc1OC
 : 24	9	0	-12	8	4	0	-3	87	-0.6
- COC(=O)CCS(=O)(=O)c1nc(-c2ccccc2)cc(C(F)(F)F)n1
 : -94	-73	1	-23	-94*	4	9	7	25	2.9
- Cc1ccc(N(CC(=O)N(C)Cc2ccccc2)S(C)(=O)=O)cc1C
 : 4	0	2	-3	6	-1	-11	-1	1	1.7
- Cn1c(=O)c2[nH]c(CN3CCN(Cc4ccccc4)CC3)nc2n(C)c1=O
 : -12	25	6	15	-10	9	0	1	21	0.3
- Cn1c(N)c(C(=O)COC(=O)c2ccc(S(=O)(=O)N3CCCCC3)cc2)c(=O)n(C)c1=O
 : -4	8	2	6	-5	0	-2	4	2	-0.6
- CC(=O)Oc1c(I)cc(I)cc1C(=O)Nc1ccc(Cl)cc1
 : -12	19	-3	13	0	4	-6	124*	-4	1.4
- CCOC(=O)c1cnc2c(C)cc(C)cc2c1Nc1ccc(S(=O)(=O)Nc2ncccn2)cc1
 : 10	7	-3	-19	-9	-2	-12	21	-1	-0.1
- CCc1nnnn1-c1ccc([N+](=O)[O-])cc1C
 : 16	0	3	-10	-1	-1	-1	2	15	0.0
- Cn1c(CCNC(=O)c2ccco2)nc2cc(NC(=O)c3ccccc3)ccc21
 : 23	-91	0	-127	15	0	22	-1	15	4.7
- CCN(CC)C(=O)N1CCN(C(=O)c2ccc(C)cn2)CC1
 : 20	0	4	-30	-7	-5	0	1	8	-0.1
- COc1ccnc(N=CNOCc2ccc(C)cc2)c1C#N
 : 29	-100	6	-11	13	2	13	3	7	1.2
- COc1ccccc1Nc1nc(C)cc(=O)[nH]1
 : 1	7	4	17	1	6	4	-9	4	-0.4
- O=C(Nc1cccnc1)c1ccc(N2CCOCC2)c([N+](=O)[O-])c1
 : 10	-6	3	-23	-4	-10	17	-7	25	1.3
- COc1cccc(C(C(=O)NC(C)(C)C)N(Cc2ccco2)C(=O)CCC(=O)Nc2cc(C)on2)c1OC (configuration not stated)
 : -25	-4	4	20	-7	4	-3	0	13	0.0
- Cc1nnc2sc(-c3ccc(NC(=O)c4ccc(-c5ccc(Cl)cc5Cl)o4)cc3)nn12
 : 18	-3	0	5	-4	0	-3	3	-2	0.0
